APP 5'UTR act = APP 5'UTR luciferase reporter activation; activation, % at 2 µM; SH-SY5Y APP 5'UTR luciferase reporter, luminescence; zero percent = DMSO vehicle wells; AID 1276; 1% of 190,000 active;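 active = activation above a set limit, based on mean plus 3 SD of controls, cut at about 140% in these data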; note: values of inactives mirror those of a sister screen read the other way
Diaphorase act = diaphorase activation or chemical reduction counter-screen. Diaphorase/resazurin coupled assay, resorufin fluorescence, 16 min; stronger effect = higher value; 1 = vehicle wells, 0 = NADH-free wells. activation factor at 20 µM. 0.005% of 190,000 active;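 active = diaphorase activity raised at least twofold by the compound at 20 µM; inactive = activation factor below 2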
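System – purified diaphorase enzyme from Clostridium kluyveri · Input – enzyme 0.07 U/mL final · Also added – final NADH 0.114 mM, resazurin 0.1 mM · Measured by – fluorescence of resorufin, 544 nm excitation, 590 nm emission · Timing – 16 min enzyme reaction, ambient temperature · Measure – resorufin increase flagging diaphorase activators or reducers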
NF-kB expr up = NF-kB expression increase, human neuronal cells | 1.6% of 190,000 active | NF-kB reporter expression; stronger effect = higher value | fold change at 12.5 µM; in the data active = fold change above about 3.3
STAT1 activator = STAT1 signaling activation | AID 932 | activation (% of control), % at 5.5 µM | NIH 3T3 STAT1-luciferase reporter, IFN-gamma, luminescence; 100% = IFN-gamma alone, no compound | 2.6% of 200,000 active;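 active = activation above the screen-wide mean activation plus 3 SD, cut at about 130% in these data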;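 note: raw ratio to IFN-gamma control signal so 100% means no change and 0% no light; values of inactives mirror those of a sister screen read the other way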
TLR4-MyD88 BLA = blocks binding of human TLR4 to MyD88 | O00206+Q99836 | HeLa CL3-4 TLR4/MyD88 BLA complementation, FRET ratio | inhibition, % at 8.4 µM | 0.18% of 200,000 active | AID 861; in the data active = inhibition above about 25%;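 note: 0% = vehicle and 100% = reference inhibitor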
Target sequence (O00206 whole entry, looked up): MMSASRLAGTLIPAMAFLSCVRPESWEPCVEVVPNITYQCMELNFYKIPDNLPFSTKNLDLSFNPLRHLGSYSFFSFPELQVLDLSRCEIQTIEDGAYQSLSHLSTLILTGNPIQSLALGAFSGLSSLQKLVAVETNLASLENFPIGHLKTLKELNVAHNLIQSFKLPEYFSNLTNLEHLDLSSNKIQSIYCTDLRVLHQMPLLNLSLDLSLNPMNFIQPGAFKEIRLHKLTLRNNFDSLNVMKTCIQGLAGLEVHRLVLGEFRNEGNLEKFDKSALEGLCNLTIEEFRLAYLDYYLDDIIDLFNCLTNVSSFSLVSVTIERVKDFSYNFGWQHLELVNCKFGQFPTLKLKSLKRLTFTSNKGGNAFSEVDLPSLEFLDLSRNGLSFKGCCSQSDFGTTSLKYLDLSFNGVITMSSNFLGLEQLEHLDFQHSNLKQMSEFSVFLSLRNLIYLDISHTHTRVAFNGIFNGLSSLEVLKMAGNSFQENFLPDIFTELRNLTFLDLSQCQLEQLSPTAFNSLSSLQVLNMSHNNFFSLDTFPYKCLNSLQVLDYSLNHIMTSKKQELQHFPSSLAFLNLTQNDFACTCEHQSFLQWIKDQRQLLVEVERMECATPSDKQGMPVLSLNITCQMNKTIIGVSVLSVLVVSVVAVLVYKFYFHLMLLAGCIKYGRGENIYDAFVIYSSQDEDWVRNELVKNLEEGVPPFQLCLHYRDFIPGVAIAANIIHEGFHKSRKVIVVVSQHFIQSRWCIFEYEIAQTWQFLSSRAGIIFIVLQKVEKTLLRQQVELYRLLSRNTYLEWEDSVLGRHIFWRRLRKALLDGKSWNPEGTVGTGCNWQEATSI
Target sequence (Q99836 whole entry, looked up): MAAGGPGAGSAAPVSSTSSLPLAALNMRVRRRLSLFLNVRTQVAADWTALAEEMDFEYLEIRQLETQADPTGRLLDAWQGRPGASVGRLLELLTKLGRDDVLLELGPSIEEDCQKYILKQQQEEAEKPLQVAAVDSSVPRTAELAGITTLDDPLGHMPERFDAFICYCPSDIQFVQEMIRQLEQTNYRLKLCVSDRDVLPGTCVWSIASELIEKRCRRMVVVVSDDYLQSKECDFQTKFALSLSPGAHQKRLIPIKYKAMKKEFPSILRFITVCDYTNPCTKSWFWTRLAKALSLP
G6PDH CS = inhibits Leuconostoc G6PDH, flagging false hits in G6PDH-based assays; Purified L. mesenteroides G6PDH, diaphorase/resazurin coupled fluorescence, 45 min; inhibition, % at 5 µM; 0.12% of 200,000 active; AID 1020; in the data active = inhibition above about 50%
APP 5UTR inh = APP translation inhibition. inhibition, % at 2 µM. SH-SY5Y APP 5'UTR-luciferase reporter, luminescence. 0.82% of 190,000 active;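 active = inhibition above a set limit, derived from the sample mean plus 3 SD, cut at about 45% in these data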; note: values of inactives mirror those of a sister screen read the other way
FLuc act counter = affects firefly luciferase, flagging false hits in luciferase stimulation screens; P08659; ATPlite luciferase biochemical, luminescence, 10 min; 0 = ATP-free wells, 1 = DMSO control; activation factor at 10 µM; 200,000 tested, under 10 active; AID 1027;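 active = luciferase activation factor, scaled between plate controls, of at least 2 with compound at 10 µM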
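Assay system – cell-free luciferase reagent · Medium – PBS-based ATP solution · Dosing – test compounds dosed from 2 mM stocks in 100% DMSO · Timing – 10 min, room temperature · Technique – light output (luminescence) · Measure – luminescence gain marking luciferase activators · Controls – No-ATP low control, compound-free enzyme-plus-ATP high control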
FLuc inh counter = inhibits firefly luciferase, flagging false hits in luciferase inhibition screens. ATPLite firefly luciferase biochemical luminescence, 10 min. 1.5% of 200,000 active. inhibition, % at 10 µM. P08659;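 active = inhibition above about 50% when tested at 10 µM, limit read from the data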
Diaphorase inh = counter-screen for diaphorase-based assays: diaphorase inhibitors and chemical oxidizers | diaphorase resazurin-to-resorufin fluorescence, NADH, 16 min; bacterial (C. kluyveri) enzyme, not human | inhibition, % at 20 µM | 0.69% of 190,000 active | AID 1217;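 active = primary screen inhibition at 20 µM above a set limit, cut at about 50% in these data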;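 note: plate controls were DMSO with full reaction for no effect and wells lacking NADH for full effect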
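Test system: Clostridium kluyveri diaphorase enzyme / Quantity: diaphorase at 0.14 U/mL in enzyme working solution / Incubation: 16-min room-temperature incubation before reading / Benchmarks: NADH-free wells as positive control, DMSO-only neutral wells / Signal: resorufin fluorescence 544/590 nm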
* hit, by the source's call; . = no result given.

entry	canonical_smiles	APP 5'UTR act	NF-kB expr up	FLuc act counter	STAT1 activator	FLuc inh counter	Diaphorase inh	G6PDH CS	Diaphorase act	TLR4-MyD88 BLA	APP 5UTR inh
1	Cc1cccc(CN2CCN(Cc3ccc(-n4cccn4)cc3)CC2CCO)n1 (stereo unspecified)	2	.	1.1	94	-6	18	1	0.8	-20	-2
2	CCCS(=O)(=O)c1c(S(=O)(=O)CCC)c2c3ccccc3ccn2c1C(N)=O	1	1.1	1.1	109	-8	12	1	0.9	-14	-1
3	Cc1ccc(CN2CCC(C(=O)NCCC(C)C)CC2)o1	10	1	1	92	-4	21	-1	0.8	15	-10
4	Cc1nn(-c2ccccc2)c(N2CCCC2)c1/C=N/NC(=S)Nc1ccccc1C(F)(F)F	6	0.74	1	96	-3	15	0	0.8	1	-6
5	COC(=O)/C=C1/SC(=Nc2ccc(C)cc2C)NC1=O	14	1.4	1	106	-1	1	-3	1	1	-14
6	COc1cc(-c2nn3c(COc4ccccc4)nnc3s2)cc(OC)c1OC	-21	1.1	1.1	105	-8	22	9	0.8	20	21
7	O=C(NCC1CCCO1)C1c2ccccc2C(=O)N1Cc1ccc2c(c1)OCO2 (stereo unspecified)	-2	1.1	1	90	-5	12	5	0.9	-1	2
8	CCCn1c(=O)c(C(=O)c2ccccc2)nc2ccccc21	-10	0.93	1.1	91	-10	9	4	0.9	12	10
9	Cc1ccc(-c2csc3ncn(CC(=O)N4CCOCC4)c(=O)c23)cc1	-24	1.4	1	103	-4	7	-4	0.9	5	24
10	CC1=CS(=O)(=O)CC1Sc1nc(C)n[nH]1 (stereo unspecified)	-4	1.1	1.1	104	-7	0	10	1	-14	4
11	CCOC(=O)c1nn(-c2ccccc2)c(C)c1C(C)=O	8	1.1	1	103	-3	1	23	1	-2	-8
12	CC(C)(C)c1ccc(C2CC2C(=O)N/N=C\c2cc3ccccc3nc2Cl)cc1 (stereo unspecified)	0	1.1	1.1	98	-5	17	6	0.8	-5	0
13	Nc1cc(-c2nc3ncccc3o2)ccc1Cl	83	2.5	0.7	130*	32	9	7	0.9	-1	-83
14	COc1ccc(CN(CC(=O)NC2CCCC2)C(=O)CCC(=O)Nc2cc(C)on2)cc1	28	1.1	1	103	-3	3	3	1	-45	-28
15	CC(=O)Nc1ccc(S(=O)(=O)NCCc2ccc(S(N)(=O)=O)cc2)cc1	-1	1.5	1	100	-2	-10	8	1.1	8	1
16	O=C1NC2(CCCC2)N=C1c1ccc(Cl)cc1	13	1.3	1	104	-3	21	1	0.8	4	-13
17	COc1cc2c(C(=O)N3CCN(c4cccc(Cl)c4)CC3)cn(CC(C)C)c(=O)c2cc1OC	6	0.46	1	105	-4	12	9	0.9	4	-6
18	O=C(O)CSc1nnc(-c2ccco2)o1	-13	1.1	1	103	-4	10	19	0.9	-3	13
19	Clc1ccc(CSc2ccc(-c3ccco3)nn2)cc1	5	1.9	0.8	122	18	4	0	1	-5	-5
20	N#CCCN1CCNCC1	3	0.98	1	95	-4	6	2	0.9	11	-3

A different layout for 2 compounds above:
Values run as follows: APP 5'UTR act, NF-kB expr up, FLuc act counter, STAT1 activator, FLuc inh counter, Diaphorase inh, G6PDH CS, Diaphorase act, TLR4-MyD88 BLA, APP 5UTR inh
15) CC(=O)Nc1ccc(S(=O)(=O)NCCc2ccc(S(N)(=O)=O)cc2)cc1
 : -1, 1.5, 1, 100, -2, -10, 8, 1.1, 8, 1
16) O=C1NC2(CCCC2)N=C1c1ccc(Cl)cc1
 : 13, 1.3, 1, 104, -3, 21, 1, 0.8, 4, -13

Carrying on.
entry	canonical_smiles	APP 5'UTR act	NF-kB expr up	FLuc act counter	STAT1 activator	FLuc inh counter	Diaphorase inh	G6PDH CS	Diaphorase act	TLR4-MyD88 BLA	APP 5UTR inh
21	O=C(NNc1nc2c(F)cccc2s1)c1cc(=O)c2ccccc2o1	25	1.4	0.5	95	55*	40	18	0.6	1	-25
22	OC(CN1C2=NCCN2c2ccccc21)c1ccc(Br)cc1 (stereo unspecified)	2	1	1	103	-4	9	4	0.9	11	-2
23	CC(=O)OCC1OC(Sc2cccc3cccnc23)C(OC(C)=O)C(OC(C)=O)C1OC(C)=O (stereo unspecified)	-2	0.67	1	101	-5	14	2	0.9	-4	2
24	CCOc1cc2[nH]c(=S)n(CCc3ccc(OC)c(OC)c3)c(=O)c2cc1OCC	17	1.5	1	99	-2	9	10	0.9	6	-17
25	O=C(NC(=S)N1CCCCC1)c1cccnc1	5	1.1	1	100	-4	28	9	0.7	4	-5
26	O=C(CSc1nnc2scc(-c3ccccc3)n12)c1ccc2c(c1)OCCO2	.	0.94	1	101	-5	19	-2	0.8	-20	.
27	O=C1c2ccccc2CCC12N=NCC2c1ccccc1 (stereo unspecified)	-3	1.2	1	100	4	11	5	0.9	13	3
28	Cc1ccc(CCNC(=O)C2CCCN(S(=O)(=O)c3c(C)noc3/C=C/N(C)C)C2)cc1 (stereo unspecified)	12	0.7	1	102	-1	27	2	0.7	4	-12
29	COc1ccc(CCNc2ccc(N3C(=O)CC(C)C3=O)cc2[N+](=O)[O-])cc1 (stereo unspecified)	-2	0.95	1	96	1	7	4	0.9	2	2
30	COCCNC(=O)CN1CCC(NC(=O)c2ccco2)CC1	5	1	1	101	-5	1	4	1	-3	-5

From compound 23 up to 27, copied from above:
entry	canonical_smiles	APP 5'UTR act	NF-kB expr up	FLuc act counter	STAT1 activator	FLuc inh counter	Diaphorase inh	G6PDH CS	Diaphorase act	TLR4-MyD88 BLA	APP 5UTR inh
23	CC(=O)OCC1OC(Sc2cccc3cccnc23)C(OC(C)=O)C(OC(C)=O)C1OC(C)=O (stereo unspecified)	-2	0.67	1	101	-5	14	2	0.9	-4	2
24	CCOc1cc2[nH]c(=S)n(CCc3ccc(OC)c(OC)c3)c(=O)c2cc1OCC	17	1.5	1	99	-2	9	10	0.9	6	-17
25	O=C(NC(=S)N1CCCCC1)c1cccnc1	5	1.1	1	100	-4	28	9	0.7	4	-5
26	O=C(CSc1nnc2scc(-c3ccccc3)n12)c1ccc2c(c1)OCCO2	.	0.94	1	101	-5	19	-2	0.8	-20	.
27	O=C1c2ccccc2CCC12N=NCC2c1ccccc1 (stereo unspecified)	-3	1.2	1	100	4	11	5	0.9	13	3

Remaining list, next part:
entry	canonical_smiles	APP 5'UTR act	NF-kB expr up	FLuc act counter	STAT1 activator	FLuc inh counter	Diaphorase inh	G6PDH CS	Diaphorase act	TLR4-MyD88 BLA	APP 5UTR inh
31	Cc1sc2nc3ccc(N4CCCC4)nn3c(=O)c2c1C	20	1.3	0.8	116	24	16	10	0.8	-10	-20
32	Cc1cccc(C)c1NC(=O)COC(=O)Cc1ccsc1	-6	1.2	1.1	106	-10	7	12	0.9	11	6
33	O=C(CC1Oc2ccccc2NC1=O)NC1CC1 (stereo unspecified)	2	1.4	1.1	106	-10	8	12	0.9	0	-2
34	Cc1cccc(N2CC(c3nc4ccccc4[nH]3)CC2=O)c1 (stereo unspecified)	-4	1	1.1	99	-5	-1	-5	1	16	4
35	CCCc1nc(Nc2nc3ccccc3o2)nc(C)c1C(=O)OCC	33	3	0.6	144*	44	27	0	0.7	5	-33
36	O=C(N=C1c2ccccc2CN1c1ccccc1)c1cccc([N+](=O)[O-])c1	10	1	1	114	-4	26	9	0.7	-4	-10
37	Cc1ccc(C)c(-c2cc(C(=O)NCc3cccs3)c3ccccc3n2)c1	-3	0.5	1	90	-2	13	1	0.9	8	3
38	COc1ccc(-c2nn(C)c(=O)c3ccccc23)cc1CNC(=O)c1ccco1	1	0.93	1.1	93	-8	-5	8	1	-9	-1
39	NC(=O)CC[C@H](NC(=O)c1ccc(F)cc1)C(=O)OCC(=O)Nc1c(F)c(F)c(F)c(F)c1F	4	1	1.1	108	-10	2	24	1	-6	-4
40	CCN(CC)S(=O)(=O)c1ccc(S(=O)(=O)N2CCCC2C(=O)O)cc1 (stereo unspecified)	17	1.1	1	101	-3	-4	14	1	6	-17
41	Cc1[nH]c2ccccc2c1C(=O)COC(=O)C(C)C	8	1.3	1.1	100	-5	14	9	0.9	0	-8
42	CN1CCN(CCCNC(=O)c2ccc(CSCc3cccc(Cl)c3)o2)CC1	14	0.96	1.1	97	-5	-6	6	1.1	-8	-14
43	O=C(CSc1nnc(-c2cccnc2)n1Cc1ccco1)c1ccccc1	5	1.1	1	103	2	7	8	0.9	14	-5
44	Cc1ccc(C(=O)Nc2ccc(F)cc2F)o1	17	1.1	1	106	3	4	2	1	-5	-17
45	O=C(NCCCN1CCOCC1)C(C(=O)c1ccccc1)n1ccccc1=O (stereo unspecified)	2	1.1	1	102	1	7	11	0.9	0	-2
46	Cn1nc(-c2ccc(Cl)cc2)c2cc(C(=O)N3CCN(c4ccccc4)CC3)sc21	10	0.74	1.1	93	-10	24	0	0.8	-6	-10
47	O=C(Nc1ccccc1)c1ccccc1NS(=O)(=O)c1ccc(Cl)s1	1	0.7	1	89	-4	11	3	0.9	-1	-1
48	CC(C)N(C)C1CCN(C(=O)Nc2ccc(Cl)cc2)CC1	4	0.99	1.1	105	-6	13	0	0.9	-12	-4
49	Cc1ccc(-c2ccc(=O)[nH]n2)cc1	9	1.1	1	105	-4	5	8	0.9	-6	-9
50	COc1cccc(NC(=O)C2C3CCC4C(CCC32)C4(Cl)Cl)c1 (stereo unspecified)	-13	1.2	1	109	2	23	1	0.8	6	13
51	COC(=O)c1ccccc1NC(=O)COC(=O)c1ccccc1N=Nc1ccc(N(C)C)cc1	25	1.4	0.8	108	17	8	-21	0.9	2	-25
52	Cc1ccc(-n2ncc3c(N4CCN(c5ccccc5)CC4)ncnc32)c(C)c1	38	0.35	1	94	-4	1	4	1	15	-38
53	O=c1c2ccccc2c(-c2ccccc2)nn1Cc1ccc(Cl)cc1	-7	1.2	1.1	89	-6	21	6	0.8	-10	7
54	CC(=O)Oc1ccc(C(=O)Nn2cnnc2)cc1	-7	.	.	88	.	.	.	.	-9	7
55	Cc1cc(C(F)(F)F)nn1Cc1ccc(C(=O)NCc2ccco2)o1	16	1.1	1	95	-4	-3	1	1	-10	-16
56	Cc1cc(O)c(-c2cc(C(=O)Nc3ccc(S(=O)(=O)N4CCOCC4)cc3)[nH]n2)cc1C	10	0.38	1	99	-2	29	-44	0.7	5	-10
57	O=C(NCCCN1CCOCC1)c1ccc(Br)cc1Br	-5	1.1	1	101	4	-15	1	1.1	1	4
58	O=C(COC(=O)c1ccc(Cl)nc1)Nc1ccc(S(=O)(=O)N2CCCC2)cc1	2	1.1	1	96	-3	9	-8	0.9	-17	-2
59	CC(NC(=O)C(NC(=O)C1CCCN1C(=O)OC(C)(C)C)C(C)C)C(N)=O (stereo unspecified)	-1	1.2	1	109	3	-2	3	1	9	1
60	COCc1ccc(C(=O)NC(C)c2cnn(-c3ccccc3C)c2C)o1 (stereo unspecified)	7	1.1	1.1	99	-7	10	13	0.9	-12	-7
61	Cc1ccc(-c2nc(N3CCOCC3)sc2C(=O)N2CCOCC2)cc1	-11	1	1	108	-2	-1	0	1	-1	11
62	CCOc1cc(CNCc2cccs2)cc(Br)c1OCC	12	0.94	1	90	-1	8	5	0.9	2	-12
63	O=C1NC(c2ccc(Cl)cc2)Nc2ccccc21 (stereo unspecified)	4	1.6	1	111	2	-4	11	1	-8	-4
